Bioassay records as filed in PubChem.
NPC1 promoter act – activates the NPC1 promoter. Huh7 NPC1 promoter luciferase reporter, 24 h. Potency, µM (highest dose often 9.22 µM), for the others: top-dose activation, most hits filed as activators. 320,000 tested, 2.4% active;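 also: potency is read from the fitted curve at half-maximal effect; % of control where 0% means no effect; nearly all actives have a fitted effect of over 60% in size; reporter is driven by a mutant NPC1 promoter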
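NPC1 promoter–luciferase Huh7 cells; 24 h compound; luminescence.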
RORg inh – ROR gamma (mouse) transcription inhibition. P51450. Drosophila S2 Gal4-RORgamma UAS-luciferase reporter, 20 h. Potency, µM (top dose mostly 53.6 µM), for inactives: top-dose activity change, negative = inhibition, hits mostly inhibitors. 310,000 tested, 5.4% active; also: potency is read from the fitted curve at half-maximal effect; % is scaled to controls: 0 for no effect and ±100 for the full control effect; nearly all actives have a fitted effect of over 60% in size
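Stable Schneider cell line, Gal4 DNA-binding domain fused to ROR gamma, UAS-luciferase. Cmpd 1 hr RT → CuSO4 700 uM final → 20 hr RT → luciferase reagent 10 min → luminescence.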
Menin-MLL TR inh – displaces Texas Red mutant MLL peptide from human menin. O00255. Menin + Texas Red MLL mutant peptide, fluorescence polarization. Potency, µM (doses to about 61.6 µM), for the others: top-dose FP activity change, negative = inhibition, usual class: inhibitors. 270,000 tested, 0.23% active. AID 1768; active = well fitted inhibition curve with a large enough effect in the polarisation, with a control signal flat, not every such curve was filed as active; inconclusive = small, poorly fitted or top-dose-only effect, or effect the other way, or a change in a side signal; inactive = no such curve, though single readings can be large or run the other way; the % refers to the polarisation; also: potency is read from the fitted curve at half-maximal effect; % of control where 0% means no effect; many of its hits are not listed in these tables
Target sequence (O00255 whole entry, looked up): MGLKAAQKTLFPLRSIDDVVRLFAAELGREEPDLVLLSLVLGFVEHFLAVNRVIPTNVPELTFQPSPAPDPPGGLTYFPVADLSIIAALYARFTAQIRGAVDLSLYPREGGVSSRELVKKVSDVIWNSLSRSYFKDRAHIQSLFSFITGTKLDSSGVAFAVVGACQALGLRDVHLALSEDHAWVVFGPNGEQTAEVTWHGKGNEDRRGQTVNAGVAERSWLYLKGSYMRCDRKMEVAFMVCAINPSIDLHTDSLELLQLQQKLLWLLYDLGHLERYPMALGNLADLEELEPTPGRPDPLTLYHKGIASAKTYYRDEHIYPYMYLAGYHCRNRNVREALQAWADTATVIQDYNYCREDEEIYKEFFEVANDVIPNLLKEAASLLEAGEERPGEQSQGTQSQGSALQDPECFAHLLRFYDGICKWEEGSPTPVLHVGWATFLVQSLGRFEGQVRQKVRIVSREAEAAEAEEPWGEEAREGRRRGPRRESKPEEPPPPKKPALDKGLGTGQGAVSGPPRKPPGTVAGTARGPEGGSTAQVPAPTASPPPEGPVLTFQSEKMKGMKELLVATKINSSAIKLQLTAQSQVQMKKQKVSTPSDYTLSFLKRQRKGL
FLuc counter – inhibits or activates purified firefly luciferase, miR-21 counter-screen | P08659 | purified FLuc, Km substrates, luminescence inhibition | Potency, µM (top dose mostly 57.5 µM), for the others: top-dose activity change, negative = inhibition, hits mostly inhibitors | 360,000 tested, 6.9% active;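 also: potency is read from the fitted curve at half-maximal effect; plate controls were vehicle for no effect and reference inhibitor for full effect; nearly all actives have a fitted effect of over 55% in size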
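Purified P. pyralis luciferase (10nM final) with 10uM D-luciferin and 10uM ATP (Km levels) in 50mM Tris acetate pH 7.5, 10mM Mg acetate, 0.01% Tween-20, 0.05% BSA; qHTS 6-point titration, ~60 µM downward; luminescence read.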
ELG1 DNA repair – inhibitors of ELG1-dependent DNA repair in HEK293T cells; HEK293T ELG1-luciferase reporter, luminescence, 16 h; DNA damage induced by 5-fluorouridine; Potency, µM (series often up to 46.1 µM), for the others: at the top dose activity change, negative = inhibition, actives largely listed as inhibitors; 330,000 tested, 2.3% active; AID 504467; also: potency is read from the fitted curve at half-maximal effect; % is scaled to controls: 0 for no effect and ±100 for the full control effect; nearly all actives have a fitted effect of over 55% in size
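5-Fluorouridine DNA damage + compound/DMSO, 2,000 cells/well, 16 h, 37 °C/5% CO2. ONE-Glo, 30 min RT, luminescence. Readout = decrease in reporter signal.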
PKM2 activator – increases activity of human pyruvate kinase M2; Potency, µM (highest dose often 57.5 µM), without a hit: at the highest dose activation, hits mostly activators; 260,000 tested, 0.34% active; AID 1631; purified PKM2, Kinase-Glo ATP luminescence, activation; response scale: 0% is enzyme alone, no compound; P14618; also: potency is read from the fitted curve at half-maximal effect; % is scaled to controls: 0 for no effect and ±100 for the full control effect; nearly all actives have a fitted effect of over 55% in size
Target sequence (P14618 whole entry, looked up): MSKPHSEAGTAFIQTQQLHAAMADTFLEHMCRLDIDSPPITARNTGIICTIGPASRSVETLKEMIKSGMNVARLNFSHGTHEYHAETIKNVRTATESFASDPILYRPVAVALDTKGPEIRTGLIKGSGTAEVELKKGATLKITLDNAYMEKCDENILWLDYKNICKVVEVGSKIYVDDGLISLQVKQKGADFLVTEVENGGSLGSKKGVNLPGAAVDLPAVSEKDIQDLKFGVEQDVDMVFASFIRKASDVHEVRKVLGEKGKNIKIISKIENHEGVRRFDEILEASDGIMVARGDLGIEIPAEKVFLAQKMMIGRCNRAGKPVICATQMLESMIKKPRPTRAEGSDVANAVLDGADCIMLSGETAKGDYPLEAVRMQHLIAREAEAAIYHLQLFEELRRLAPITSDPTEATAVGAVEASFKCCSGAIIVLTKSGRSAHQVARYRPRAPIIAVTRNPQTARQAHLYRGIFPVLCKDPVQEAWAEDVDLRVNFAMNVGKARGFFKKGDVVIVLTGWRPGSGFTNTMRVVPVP
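Purified hPK-M2 (>95%) run at intermediate activity with 0.1 mM ADP and 0.5 mM PEP in 50 mM imidazole pH 7.2, KCl, MgCl2; 1 h room temperature. ATP formed read by Kinase-Glo luminescence; normalized to uninhibited and no-enzyme controls.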
KCNH2 3.1 inh – KCNH2 3.1 (human) potassium channel inhibition; U2OS KCNH2 3.1, thallium flux FluxOr; active compounds read low; activity change, % (tested at about 1.8 µM); 340,000 tested, 0.95% active; AID 720553;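 active = maximum activity change below -70%; inconclusive = maximum activity change from -70% to -50%; inactive = maximum activity change above -50%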;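 also: thallium influx rate constant from kinetic fluorescence after stimulation buffer; % is scaled to controls: 0 for no effect and ±100 for the full control effect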
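Virally transduced U2OS (3.1 isoform, 4 h infection in dark at RT) → overnight 37 C → FluxOr + Red40 in HBSS/HEPES, 45 min → stimulation buffer, 2 min kinetic read → rate constant vs DMSO controls.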
Rab9 prom act – Rab9 promoter activation; 320,000 tested, 2.8% active; Huh7 Rab9 promoter-luciferase reporter, luminescence, 24 h; Potency, µM (series often up to 9.22 µM), without a hit: at the top dose activation, negative = inhibition, usual class: activators; AID 485297; also: potency is read from the fitted curve at half-maximal effect; % of control where 0% means no effect; nearly all actives have a fitted effect of over 60% in size
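Huh7 cells stably carrying a Rab9 promoter-luciferase reporter, 1500 cells per well in OP-MEM I with 10% FBS, treated with compound 24 hours at 37C. Luciferase activity read by luminescence after 10 minutes with Amplite reagent.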
Gal4-VP16 FLuc – counter-screen for ROR gamma inhibitors: Gal4-VP16 reporter; Potency, µM (series often up to 53.6 µM), for the others: at the highest dose activity, negative = inhibition, usual class: inhibitors; 310,000 tested, 3.5% active; Drosophila S2 Gal4-VP16 UAS-luciferase, luminescence, 20 h;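 also: Gal4-VP16 expression switched on by copper sulfate through the metallothionein promoter; potency is read from the fitted curve at half-maximal effect; % is scaled to controls: 0 for no effect and ±100 for the full control effect; nearly all actives have a fitted effect of over 50% in size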
MBNL1 CUG block – MBNL1-poly(CUG) RNA binding inhibition; 280,000 tested, 0.036% active; AID 2675; Q9NR56; TR-FRET MBNL1-His/biotin-(CUG)12 binding, 665/545 ratio; Potency, µM (doses to about 57.5 µM), for the others: top-dose activity change, negative = inhibition, most hits filed as inhibitors; active = well fitted inhibition curve with a large enough effect in the signal ratio, with a control signal flat, not every such curve was filed as active; inconclusive = small, poorly fitted or top-dose-only effect, or effect the other way, or a change in a side signal; inactive = no such curve, though single readings can be large or run the other way; the % refers to the signal ratio; also: potency is read from the fitted curve at half-maximal effect; % is scaled to controls: 0 for no effect and ±100 for the full control effect
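MBNL1-His + Biotin-(CUG)12, cpd titration 92 nM–58 uM; Tb anti-His Ab 0.055 ng/ul, SA-XL665 5 nM (final); 60 min RT; ratiometric 665/545 nm, Ex 340 nm; normalized to buffer and full-complex controls.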
Mito fusion act – blocks mitochondrial division or promotes mitochondrial fusion | S. cerevisiae fusion-defective mutant growth rescue, CellTiterGlo 48 h | Potency, µM (top dose mostly 46.1 µM), for inactives: at the top dose growth rescue (activation), most hits filed as activators | AID 485298 | 320,000 tested, 0.23% active;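 also: potency is read from the fitted curve at half-maximal effect; % of control where 0% means no effect; nearly all actives have a fitted effect of over 45% in size; temperature-sensitive fusion mutants such as fzo1-1 at 37 °C on non-fermentable ethanol glycerol medium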
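Luminescent cell viability in 1536-well qHTS format served as the measure of rescued growth in ts fusion-mutant S. cerevisiae cultured on non-fermentable YPEG for 48 hours at 37C.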
Active calls of the source: *; ? = inconclusive; . = not tested or not shown; [ ] = remark or other dose. Unless noted, calls follow the shape of the dose curve; as a rule, active = well fitted curve in the direction sought with a large enough effect; inconclusive = small, poorly fitted or top-dose-only effect, or another doubt; inactive = no such curve, though single readings can be large; an effect the other way counts as inactive or inconclusive. An excerpt. The share of hits here may be higher or lower than overall.

SMILES | NPC1 promoter act | RORg inh | Menin-MLL TR inh | FLuc counter | ELG1 DNA repair | PKM2 activator | KCNH2 3.1 inh | Rab9 prom act | Gal4-VP16 FLuc | MBNL1 CUG block | Mito fusion act
O=C(OC[C@H]1O[C@@H](OC(=O)c2cc(O)c(O)c(OC(=O)c3cc(O)c(O)c(O)c3)c2)[C@H](OC(=O)c2cc(O)c(O)c(OC(=O)c3cc(O)c(O)c(O)c3)c2)[C@@H](OC(=O)c2cc(O)c(O)c(OC(=O)c3cc(O)c(O)c(O)c3)c2)[C@@H]1OC(=O)c1cc(O)c(O)c(OC(=O)c2cc(O)c(O)c(O)c2)c1)c1cc(O)c(O)c(OC(=O)c2cc(O)c(O)c(O)c2)c1 | 1% | . | . | ? | ? | . | . | 0% | . | . | 12%
CCCCOc1ccc(/C=C/C(=O)N(CC)CC(=O)Nc2ccc3c(c2)OCCO3)cc1OC | -5% | . | . | -4% | 18µM* | . | -7 | 2% | . | . | ?
CC(C)(/C=N/NC(=O)CSCc1ccccc1Cl)CCC#N | -5% | 2% | 7% | -4% | 22% | 0% | -21 | -1% | 4% | 1% | -3%
Cn1nnnc1SCCOc1ccc(C#N)cc1 | -2% | 1% | -2% | -12% | ? | -2% | 2 | 11% | 10% | -1% | 4%
O=C(NCCC1=CCCCC1)c1ccc(F)cc1 | 0.4µM* | ? | -14% | 2.1µM* | ? | -12% | -17 | 0.45µM* | 11µM* | . | 0%
COc1ccc(C(=O)CSC#N)cc1OC | -3% | 16µM* | 1% | 1% | ? | -5% | 13 | -3% | ? | -1% | -13%
COC(=O)C1CCN(C(=O)c2oc3c(Cl)cc(C)cc3c2C)CC1 | 0.79µM* | -12% | -3% | 11µM* | ? | . | 11 | 0.63µM* | 4% | -5% | ?
CCc1c(C2(O)CCCCC2)[nH]c2ncccc12 | 8% | . | . | 0% | -12% | . | -13 | -5% | . | . | -4%
C/C(=N\NC(=O)c1ccccc1)c1ccc2c(c1)OCO2 | ? | 20% | 9% | 15µM* | ? | -1% | -7 | 2.8µM* | ? | 5% | 0%
Cc1ccc(S(=O)(=O)N2CCCC2CNC(=O)C(=O)NC2CC2)cc1 (stereo unspecified) | -2% | . | . | 6% | -1% | . | 28 | 1% | . | . | -1%
Cc1ccc(N(C(=O)CNC(=O)c2cccs2)C(C(=O)NC2CCCC2)c2ccncc2)cc1 (stereo unspecified) | 4% | 17% | . | 0% | -5% | . | 10 | -2% | -12% | 4% | 13%
O=C(Nc1cccc(-c2ccc3nncn3n2)c1)C(F)(F)F | 1% | 3% | -10% | 2% | 10% | 5%[0.46 µM] | -34 | -1% | ? | ? | 4%
COc1cc(NC(=O)c2cc(C)nc3ccccc23)cc(OC)c1 | -1% | 5% | 18% | 0% | 1% | 2% | 17 | -4% | 0% | 30% | 0%
COc1cc(N)c(Cl)cc1C(=O)OCC(=O)c1cccs1 | -28% | 17% | 23% | -20% | 5% | . | -4 | -5% | 25% | -2% | 9%
CCOc1ccc(Cn2c3ccc(OC)cc3c3nc4ccccc4nc32)cc1 | 0% | -16% | 1% | 0% | 4% | -4% | -3 | -2% | 1% | . | -3%
O=C(N1CCOCC1)C12CCC3CC(CC(C3)C1)C2 | 10% | -3% | -6% | 0% | -7% | -2% | 16 | -2% | -8% | -7% | 11%
COc1cc(NS(=O)(=O)c2ccc(NC(=O)C3CCCO3)cc2)nc(OC)n1 (stereo unspecified) | 4% | -8% | 3% | -1% | 15% | -5% | -2 | 3% | 1% | 1% | -3%
O=C(/C=C/c1ccc(F)cc1)NC(Cc1c[nH]c2ccccc12)C(=O)O (stereo unspecified) | 0% | 10% | 2% | ? | 1% | 0% | 17 | -8% | 4% | -9% | 2%
c1nnc(NC2=NCCC2)s1 | -1% | -24% | 1% | 0% | 18% | -5% | -1 | 6% | 3% | 12% | 1%
CCc1ccccc1-n1c(-c2ccncc2)n[nH]c1=S | 5% | ? | 11% | -5% | ? | -1% | 0 | 12% | ? | -16% | ?
Cc1ccc(/C=C/C(O)=C2/C(=O)N(C)C3(C)CC2c2ccccc2O3)cc1 (stereo unspecified) | -2% | ? | -11% | 1% | ? | 0% | 2 | -1% | -1% | -1% | -16%
O=C(NCCN1CCCCC1)c1ccc(=O)oc1 | . | 2% | ? | 2% | . | -2% | -2 | . | -9% | -12% | -2%
O=C(Nc1ccccc1N1CCOCC1)c1cc2c(s1)CCCCC2 | 27% | 19% | -10% | 4.8µM* | 5% | -5% | -18 | ? | -1% | -1% | -1%
O=C(Nc1nccs1)c1cc(-c2ccccc2)nc2ccccc12 | -1% | 11µM* | 5% | ? | ? | -3% | 5 | -3% | ? | . | ?
Cc1ccccc1-n1nnnc1SCC(C)C | 2% | 12% | -24% | -8% | 6% | -1% | 4 | 12% | -9% | 0% | -6%

Later entries:
SMILES | NPC1 promoter act | RORg inh | Menin-MLL TR inh | FLuc counter | ELG1 DNA repair | PKM2 activator | KCNH2 3.1 inh | Rab9 prom act | Gal4-VP16 FLuc | MBNL1 CUG block | Mito fusion act
CCCn1c(=O)c(C(=O)Nc2ccccc2C(=O)OCC)c(O)c2ccccc21 | -1% | -10% | . | 0% | -9% | 1% | -14 | -1% | 3% | 3% | -4%
CCOCC(=O)Nc1ccc2c(c1)OCCO2 | ? | -23% | 3% | ? | ? | -7% | 0 | 3.2µM* | 1% | 0% | -9%
CCCN(CCO)Cc1cccc(Cl)c1 | -3% | 20% | -1% | 0% | -7% | -3% | -1 | -2% | 7% | -2% | -4%
O=c1c2cc(Br)ccc2nc2n1CCCCC2 | 26% | 25% | -10% | ? | ? | 0% | 16 | 18% | -1% | 2% | 2%
COc1ccc(S(=O)(=O)N(Cc2ccco2)Cc2cc3ccccc3[nH]c2=O)cc1 | -2% | -10% | . | 7% | -21% | . | -15 | -4% | -12% | 2% | -2%
COc1cc(C2CC(=O)Oc3cc(O)ccc32)cc(OC)c1OC (stereo unspecified) | . | -1% | 7%[94.6 µM] | . | ? | . | -11 | . | -1% | . | .
CCNC(=O)NC(=O)C(C)SCc1ccccc1C (stereo unspecified) | -3% | 14% | -3% | 3% | -2% | 9% | -5 | -3% | 9% | -1% | 1%
COc1cccc(N=c2oc3cc(O)ccc3cc2C(=O)NCC2CCCO2)c1 (stereo unspecified) | -1% | 22% | ? | 0% | 4.1µM* | -5% | 9 | 5% | -24% | 24% | -5%
CC1Cc2cc(/C(O)=C3/C(=O)C(=O)N(CC4CCCO4)C3c3ccco3)ccc2O1 (stereo unspecified) | 2% | 11% | 0% | -8% | ? | -4% | -2 | 2% | 27% | 0% | 0%
Cc1cccc(NS(=O)(=O)c2cnc[nH]2)c1 | -4% | 6% | -14% | 5% | -2% | 3% | -3 | -11% | -9% | -6% | -18%
CC(=O)N1CCc2cc(S(=O)(=O)NCCC(=O)N3CCN(Cc4ccccc4)CC3)ccc21 | -4% | 31% | 1% | 0% | ? | 2% | 12 | -6% | -2% | 3% | -1%
COc1cccc(C(=O)/C=C/Nc2cc(C)ccc2O)c1 | -5% | ? | ? | 2.7µM* | ? | -1% | 3 | -12% | ? | ? | 3%
COc1cccc(C(C#N)N2CCCCC2)c1O (stereo unspecified) | -3% | -21% | 2% | -1% | -1% | 11% | -2 | -2% | 5% | -8% | -1%
COc1ccc(OC)c(-c2csc(NC(=O)CSc3ccc([N+](=O)[O-])cc3)n2)c1 | -2% | 3% | ? | -1% | ? | -3% | -1 | -6% | ? | ? | 11%
CCOC(=O)c1nnc(-c2ccccc2)o1 | 2% | 19% | 8% | -5% | 11% | -6% | 2 | 1% | 9% | -8% | 1%
CC(=O)c1nc2ccccc2n1Cc1ccccc1 | -2% | 14% | -16% | 4% | -3% | . | -9 | 1% | 4% | 2% | 1%
CN(C)c1ccc(CNn2cnnc2SCC(=O)NC(C)(C)C)cc1 | -4% | 8% | -16% | 1% | -2% | 3% | -6 | -13% | 0% | 2% | 3%
CN(C(=O)CS(=O)(=O)Cc1ccccc1Cl)c1ccccc1 | -6% | 2% | -1% | 0% | 8% | -6% | 2 | -1% | 2% | -12% | 0%
CCn1c(CC(=O)Nc2ccc(F)cc2)nnc1SCC(=O)Nc1nnc(C)s1 | 1% | 2% | 11% | 0% | 10% | . | 4 | -5% | 4% | -5% | ?
Cc1nnc(SCC(=O)NC2CCS(=O)(=O)C2)n1Cc1ccccc1 (stereo unspecified) | 0% | 1% | -12% | 2% | -19% | 12% | 10 | 15% | -4% | -7% | 1%
CCOc1ccc2[nH]cc(C(=O)NCc3ccc(F)cc3)c(=O)c2c1 | -4% | ? | 26% | 3% | ? | 2% | -6 | 0% | 0% | 3% | 0%
Cc1ccc(C(=O)N2CCC(Cc3ccccc3)CC2)cc1[N+](=O)[O-] | -4% | ? | -20% | -13% | ? | 1% | -9 | -6% | -10% | 7% | -1%
